# High-throughput results as filed in PubChem.
# CHRM5 antagonist = CHRM5 antagonism in calcium assay; P08912; CHO-hM5 cells, Fluo-8 calcium fluorescence, ACh EC80; inhibition, % at 3 µM; 360,000 tested, 0.59% active;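 active = inhibition above a per-plate cutoff, the mean of that plate's test compounds plus 3 SD, cut at about 27% in these data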;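 note: 0% = acetylcholine EC80 with DMSO and 100% = DMSO without agonist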
# Target sequence (P08912 whole entry, looked up): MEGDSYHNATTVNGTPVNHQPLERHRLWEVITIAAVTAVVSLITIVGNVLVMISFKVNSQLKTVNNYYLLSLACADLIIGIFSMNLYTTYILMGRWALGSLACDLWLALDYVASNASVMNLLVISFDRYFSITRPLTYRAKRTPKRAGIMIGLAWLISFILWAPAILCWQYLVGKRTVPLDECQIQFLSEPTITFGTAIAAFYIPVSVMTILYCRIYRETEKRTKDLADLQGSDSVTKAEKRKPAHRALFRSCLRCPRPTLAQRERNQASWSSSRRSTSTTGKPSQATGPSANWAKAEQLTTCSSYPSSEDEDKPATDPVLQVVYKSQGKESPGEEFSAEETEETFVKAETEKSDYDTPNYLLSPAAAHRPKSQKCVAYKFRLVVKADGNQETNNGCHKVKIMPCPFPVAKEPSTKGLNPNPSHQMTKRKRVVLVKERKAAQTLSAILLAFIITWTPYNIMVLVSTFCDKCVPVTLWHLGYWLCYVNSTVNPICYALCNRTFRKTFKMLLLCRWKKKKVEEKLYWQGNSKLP
# M4 antag = blocks acetylcholine activation of human M4 receptor. CHO-hM4 cells, ACh EC80, Fluo-8 calcium fluorescence. inhibition, % at 3 µM. 360,000 tested, 0.73% active. AID 624125;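 active = inhibition above its plate's cutoff, the mean inhibition of sample wells plus 3 SD, cut at about 27% in these data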;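 note: 0% = acetylcholine EC80 with DMSO and 100% = DMSO without agonist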
# Target sequence (P08173 whole entry, looked up): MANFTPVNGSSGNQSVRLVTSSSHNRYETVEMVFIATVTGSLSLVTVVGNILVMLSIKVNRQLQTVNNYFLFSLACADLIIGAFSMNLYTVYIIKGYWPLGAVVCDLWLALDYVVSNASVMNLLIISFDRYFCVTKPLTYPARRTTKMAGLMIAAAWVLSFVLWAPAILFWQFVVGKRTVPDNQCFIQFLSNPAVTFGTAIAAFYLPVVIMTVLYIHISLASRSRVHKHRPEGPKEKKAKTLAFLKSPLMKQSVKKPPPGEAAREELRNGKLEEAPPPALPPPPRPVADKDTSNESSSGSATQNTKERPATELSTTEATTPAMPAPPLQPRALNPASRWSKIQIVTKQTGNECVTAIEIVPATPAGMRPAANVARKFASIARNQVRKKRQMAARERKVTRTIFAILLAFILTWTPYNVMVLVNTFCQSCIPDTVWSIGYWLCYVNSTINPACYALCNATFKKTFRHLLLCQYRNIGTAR
# M5 ag = agonists of human muscarinic M5 receptor (CHRM5); 360,000 tested, 0.19% active; CHO-K1 hM5 cells, Fluo-8 calcium fluorescence; 0% DMSO wells, 100% maximal acetylcholine response; activation, % at 3 µM; AID 624037;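 active = activation above the run's mean over test compounds plus 3 SD, cut at about 23% in these data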;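 note: signal is peak over basal fluorescence ratio across the kinetic read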
# CHRM1 PAM = positive allosteric modulators of human M1 muscarinic receptor; P11229; CHO-K1 hM1, Fluo-8 calcium fluorescence, ACh EC20; 0% = ACh EC20, 100% = maximal ACh; activation, % at 3 µM; 360,000 tested, 0.088% active; AID 588819; in the data active = activation above about 19%, passing the limit was not always enough
# CRFBP-R2 agonist = CRF-BP/CRF-R2 complex agonism. 350,000 tested, 0.46% active. activation, % at 13.2 µM. HEK293 CRF-R2/CRF-BP, calcium dye fluorescence (FLIPR); percent of saturating CRF peptide response;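 active = activation of at least 50%, plus an integration ratio under a set limit after plate pattern correction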;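 note: plate controls were neutral control wells without compound for no effect and CRF at EC100 for full effect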
# CHRM4 agonist = CHRM4 agonism in calcium assay; 360,000 tested, 0.14% active; activation, % at 3 µM; P08173; AID 624127; CHO-K1 hM4/Gqi5, Fluo-8 calcium fluorescence; vehicle 0%, full acetylcholine response 100%;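 active = activation above the run mean over all test wells plus 3 SD, cut at about 32% in these data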;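 note: peak over basal fluorescence ratio per well then scaled between controls; 0% = DMSO wells and 100% = acetylcholine at EC100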
# M5 PAM = potentiates acetylcholine response at human M5 receptor | CHO-K1 hM5, Fluo-8 calcium, ACh EC20 PAM; 0% = ACh EC20, 100% = ACh EC100 | activation, % at 3 µM | AID 624038 | 360,000 tested, 0.3% active;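 active = activation above the run cutoff, the mean activation of all test compounds plus 3 SD, cut at about 18% in these data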
#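 Replicates: One well per compound, no replicates | System: Human M5 receptor in CHO-K1 cells | Benchmarks: Low control EC20 acetylcholine (0%), high control EC100 acetylcholine (100%) | Probe or stimulus: Acetylcholine, EC20 level | Times: Fluo-8 loading 80 min at 37 °C plus 30 min room temperature | Signal: Intracellular calcium via Fluo-8 fluorescence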
# CRFBP-R2 block = CRF-BP/CRF-R2 complex antagonism. 350,000 tested, 0.59% active. AID 588475. HEK293 CRF-R2/CRF-BP, CRF-induced calcium fluorescence. inhibition, % at 11.8 µM;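 active = inhibition of the ligand-induced calcium signal above about 50% at the single tested concentration, limit read from the data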
# CHRM4 PAM = positive allosteric modulators of human muscarinic M4 receptor; AID 624126; activation, % at 3 µM; 360,000 tested, 0.4% active; CHO-K1 hM4/Gqi5, Fluo-8 calcium fluorescence, ACh EC20; 0% = ACh EC20, 100% = maximal ACh;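 active = activation above its plate's cutoff, the mean activation of sample wells plus 3 SD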; note: some results filed as inactive read as strong as hits
# * marks the source's active call; other numbers are inactive results; . = no result given.
mol,CHRM4 agonist,CRFBP-R2 block,M5 ag,CHRM4 PAM,M4 antag,CHRM1 PAM,CRFBP-R2 agonist,CHRM5 antagonist,M5 PAM
Oc1ccc(C[C@@H]2CNCCN2CCc2cccc(F)c2)cc1,3.0,-2.6,2.2,8.8,-2.9,14.0,-1.4,10.5,-3.3
O=C1c2ccc([N+](=O)[O-])cc2C(=O)N1c1ccc(Cl)cn1,1.5,-3.1,-1.2,5.9,2.0,8.2,0.2,-2.2,0.7
CCOC(=O)c1sc(-c2ccc(OC)cc2)cc1NC(C)=O,0.6,35.4,-4.6,2.2,-3.2,0.8,1.2,8.0,-4.3
CC(=O)Nc1ccc(S(=O)(=O)Nc2cccc(NC(=O)c3ccco3)c2)cc1,1.0,1.5,-3.3,10.7,-7.6,1.3,-2.7,1.8,-4.7
CC(OC(=O)C1=COCCO1)C(=O)NC(C)c1ccc(Cl)cc1Cl (configuration not stated),2.2,6.7,1.0,0.6,-4.2,3.0,-0.1,5.3,-2.3
Cc1cccc(-c2n[nH]c([N+](=O)[O-])n2)c1,-0.3,8.0,1.5,3.0,7.5,2.2,-1.7,-9.1,2.8
N#C/C(=C\c1ccccc1)C(=O)Nc1nncs1,-0.5,5.5,1.8,-11.7,-10.2,4.7,1.0,-0.9,0.1
O=C(CSc1nnc(COc2ccccc2Cl)o1)Nc1ccccc1,3.1,4.0,-2.1,7.0,2.9,-0.5,-0.8,0.5,0.2
O=S(=O)(Cc1ccccc1)NCC1CCCN(Cc2cccc3nonc23)C1 (configuration not stated),0.7,3.6,-0.4,-4.0,-3.4,0.7,-0.8,9.2,0.1
CCOc1ccccc1OCCCCCc1c(C)n[nH]c1C,6.5,21.0,-0.1,-9.7,11.0,-0.3,-1.1,13.6,-15.3
Cc1ccc(C(=O)Nc2ccc3c(c2)ncn3C)cc1,-0.4,9.0,-7.5,-0.4,-0.4,-1.7,-1.6,-4.0,3.7
CCCS(=O)(=O)n1nc(-c2ccc(C)cc2)cc1N,-0.7,-12.5,-2.2,-3.4,-5.1,5.0,-3.1,5.4,-4.6
COC(=O)CNC(=O)C(Cc1c[nH]c2ccccc12)NC(=O)OC(C)(C)C (configuration not stated),1.1,-19.5,0.9,1.0,3.6,-2.4,1.4,-3.7,-5.5
COC(=O)c1ccc(NC(=O)c2cccc(N3C(=O)C4C5C=CC(C6CC56)C4C3=O)c2)cc1 (configuration not stated),8.2,-18.2,4.9,-4.8,-1.3,-3.2,1.4,-16.4,5.5
O=C(CN1CCN(S(=O)(=O)c2ccccc2)CC1)Nc1ccc2c(c1)CCC2,4.4,8.4,-0.9,-6.3,7.7,-7.2,-1.2,8.1,-7.5
Cc1cccc(N2CCN(C(=O)c3nn(C)c4c3CS(=O)(=O)c3ccccc3-4)CC2C)c1 (configuration not stated),2.3,0.9,-3.8,11.7,4.0,14.1,-0.5,-1.9,2.4
O=C(c1ccc(C(=O)N2CCCCCC2)cc1)N1CCCCCC1,0.6,2.9,2.1,0.8,2.1,3.7,1.4,3.7,-1.2
O=S(=O)(c1cccs1)N1CN(Cc2ccc(F)cc2)c2nc3ccccc3nc21,0.9,-2.2,-3.5,-7.0,2.8,0.7,1.0,8.3,-3.2
CC(C)(C)OC(=O)C[C@H]1C/C=C\C[C@H](CC(=O)N[C@@H](CO)Cc2ccccc2)C(=O)N[C@H](C(C)(C)C)COC1=O,4.5,16.2,-1.0,6.4,-10.8,5.3,-4.6,-10.0,0.7
CCCn1c(O)c(N=NC(=O)CNC(=O)Cc2ccc(OC)cc2)c2ccccc21,1.9,1.5,-2.1,4.0,-0.8,8.2,-0.5,-19.2,6.0
CC1(C)C2CCC1(CS(=O)(=O)N1CCCc3ccccc31)C(=O)C2 (configuration not stated),0.0,-14.5,-7.7,11.3,-10.8,9.5,-3.6,9.3,-1.1
C=CCN=C(NC#N)SCCc1ccccc1,1.9,-8.4,-3.6,-3.3,7.7,2.0,-1.4,3.1,-3.0
COc1ccc(S(=O)(=O)N2CCCC(C(=O)Nc3ccc4c(c3)OCCO4)C2)cc1 (configuration not stated),9.5,-27.2,3.6,-18.4,1.1,-9.6,-0.4,9.2,-6.6
O=S(=O)(c1ccc(Cl)cc1)N1CCN(C(=S)NCC2CCCO2)CC1 (configuration not stated),4.0,-8.8,-1.8,-1.3,-6.0,7.2,2.5,10.7,-5.2
Cc1cc(C)n(-c2ccc(Cl)c(C(=O)O)n2)n1,0.6,-5.2,1.0,19.6,0.2,17.6,0.0,0.7,4.5
COc1ccc(CCNC(=O)C(=O)N2CCCC2)cc1OC,-1.4,1.0,2.7,2.9,-2.2,10.2,-0.1,8.4,0.2
O=c1c2ccccc2c(-c2ccccc2)nn1-c1ccc(Cl)c(Cl)c1,0.2,-0.8,1.4,4.3,8.1,4.8,12.3,6.5,-3.0
CCN(CC)S(=O)(=O)c1ccc(N2CCN(CCO)CC2)nc1,0.7,0.2,-4.8,13.3,-2.9,1.7,0.1,-1.0,-0.9
Cc1ccc(NC(=O)NN(C)c2c(Cl)c(Cl)nn2C)cc1,0.4,-1.4,-4.5,2.1,3.2,7.2,-1.2,2.0,-1.9
O=C(CN1CCCCCC1)NCCN1C(=O)S/C(=C\c2ccccc2Cl)C1=O,3.5,8.1,-4.3,-9.1,-4.3,-5.7,-0.8,-1.2,-9.3
CCOc1nc(Nc2ccc(F)cc2)nc(N2CCN(c3ccc(OC)cc3)CC2)n1,0.3,-29.2,-2.0,6.0,5.6,6.9,0.1,-8.9,-1.2
Cc1ccnc(SCc2cc(=O)c(OC(=O)c3ccccc3)co2)n1,1.6,7.3,-0.4,-8.0,3.3,4.1,-3.6,-2.3,-4.8
C=CCSc1nnc2c(n1)OC(C)=Nc1ccc(Br)cc1-2,0.7,-3.0,-2.3,0.9,-3.2,-2.4,-0.3,0.2,-3.5
CCOC(=O)N1CCN(C(=O)c2ccc3c(=O)n(Cc4ccc(Cl)cc4)c(=S)[nH]c3c2)CC1,1.5,-42.2,-0.4,8.7,11.1,3.6,5.7,-4.9,1.4
COCCNC(=O)/C(C#N)=C/c1c(N2CCCCCC2)nc2ccccn2c1=O,0.4,18.4,-4.0,-16.2,98.7*,0.9,-2.6,1.5,-5.4
COc1ccc(NC(=O)CSc2nc3sc(C)cc3c(=O)n2C)c(OC)c1,14.1,10.3,2.5,-2.8,-4.2,-7.2,1.0,12.0,-9.8
Cc1cc(C(=O)CNCc2ccco2)c(C)n1-c1ccc(F)cc1,-0.9,-1.7,0.1,3.4,2.7,11.1,1.4,-4.1,1.5
c1ccc2[nH]c(CSc3ncnc4c3oc3ccccc34)nc2c1,10.8,18.5,-5.1,-6.0,-13.3,-8.6,-0.5,1.3,-5.3
O=C(NCc1cn2ccsc2n1)Nc1cccc(Cl)c1,1.0,15.0,-2.9,6.9,3.0,0.6,-1.5,2.8,1.6
CCOc1ccc(NC(=O)c2ccc3c(c2)S(=O)(=O)N=C2CCCCCN23)cc1,0.6,-3.2,0.2,4.8,-5.9,8.9,-2.4,-2.9,-0.1
CCOc1ccc(CC(=O)Nc2sc(Cc3ccccc3)c(C)c2C(N)=O)cc1OCC,0.2,-5.4,-1.3,-1.8,0.5,-0.6,1.5,6.4,-0.4
CCN(CC(=O)N1CCCC1)S(=O)(=O)c1ccc(Br)cc1,0.3,5.7,-2.3,-1.8,8.7,3.6,0.4,-2.6,6.3
COc1ccc(CCNC(=O)Cn2cccc2C(=O)c2ccccc2C)cc1OC,-1.1,14.1,-1.3,-1.5,5.1,6.2,-4.6,3.7,-3.3
CCC(C)[C@H](NC(=O)NCc1cccc(OC)c1)C(=O)O (some centres not stated),1.1,3.5,1.2,1.0,0.2,-4.3,-0.6,-3.0,-1.9
CC(C)c1nc2ccc(NC(=O)C34CC5CC(CC(C5)C3)C4)cc2[nH]1,-0.8,-5.2,-0.1,0.6,0.4,0.5,0.0,8.9,-5.2
Cc1cc(C)c(NC(=S)N(CCN(C)C)C(C)c2cccnc2)c(C)c1 (configuration not stated),0.8,-12.1,0.1,4.2,-9.7,13.0,0.0,2.3,5.9
O=C(Nc1ccc2c(c1)OCCO2)C1c2ccccc2OCC(=O)N1Cc1ccco1 (configuration not stated),0.5,.,3.1,10.2,-3.6,.,.,3.3,-6.4
Cn1c(CCNC(=O)c2cc(COc3ccc(F)c(F)c3)on2)nc2ccccc21,7.5,-20.6,-1.6,-3.6,-3.5,-2.7,3.9,-0.5,-0.8
O=C(NC(c1ccc(Cl)cc1)c1cnccn1)C1CCN(CCCOc2ccccc2)CC1 (configuration not stated),2.3,.,-2.7,4.7,-12.9,1.3,.,0.1,2.0
COc1cccc(CN2CCNC(=O)C2CC(=O)NCCCC2CCCC2)c1OC (configuration not stated),0.5,-4.5,1.1,6.0,-5.2,8.1,-1.9,-8.6,5.0

# The final 3 records of the part above come first, to join the parts.
mol,CHRM4 agonist,CRFBP-R2 block,M5 ag,CHRM4 PAM,M4 antag,CHRM1 PAM,CRFBP-R2 agonist,CHRM5 antagonist,M5 PAM
Cn1c(CCNC(=O)c2cc(COc3ccc(F)c(F)c3)on2)nc2ccccc21,7.5,-20.6,-1.6,-3.6,-3.5,-2.7,3.9,-0.5,-0.8
O=C(NC(c1ccc(Cl)cc1)c1cnccn1)C1CCN(CCCOc2ccccc2)CC1 (configuration not stated),2.3,.,-2.7,4.7,-12.9,1.3,.,0.1,2.0
COc1cccc(CN2CCNC(=O)C2CC(=O)NCCCC2CCCC2)c1OC (configuration not stated),0.5,-4.5,1.1,6.0,-5.2,8.1,-1.9,-8.6,5.0
Cc1ccc(CNC(=O)C2CCN(S(=O)(=O)c3cnc[nH]3)CC2)cc1,0.9,18.7,-0.3,14.0,3.5,3.8,0.2,2.2,-2.2
Cc1ccc(Cl)c(OCC(=O)Nc2sc(C)c(C)c2C#N)c1,0.2,-3.1,-0.3,7.8,-6.3,-2.5,-2.4,-5.8,-0.3
OC(CNCC1COc2ccccc2O1)COc1ccccc1F (configuration not stated),0.9,-5.6,-2.7,0.4,5.2,11.8,0.3,3.4,0.2
Cc1ccc(Cc2c(-c3ccc(C#N)cc3)nc3ccc(Cl)cn23)cc1,-1.9,.,-4.2,-1.0,0.4,-1.3,.,4.0,0.9
Cc1cc2oc(C(=O)N(Cc3ccccc3)C3CCS(=O)(=O)C3)c(C)c2cc1C (configuration not stated),0.7,-20.9,-2.7,1.0,-4.5,4.0,3.9,0.6,-1.7
COC(=O)[C@@H]1[C@@H](C)OC(=O)N[C@H]1c1ccccc1,0.4,-3.8,2.9,3.2,-1.7,-3.6,-0.1,12.0,0.7
Cc1ccc(S(=O)(=O)n2cc(-c3ccccc3)c3ccccc32)cc1,-1.0,-4.7,3.0,-8.1,7.5,8.5,5.8,6.5,3.0
O=C(Nc1ccc(F)cc1)c1csc(Cc2ccccc2)n1,0.7,7.6,0.7,-2.4,-1.1,2.7,-0.2,5.6,2.7
